Screens deposited in PubChem BioAssay by several laboratories.
hgDAF12 agonist – hgDAF-12 agonism, primary luciferase screen | activation, % at 6.8 µM | HEK293 GAL4-hgDAF12 UAS-luciferase reporter, agonist luminescence; normalized to butyrate control | 370,000 tested, 1.8% active | AID 687014;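 active = activation above a cutoff set at the mean of all screened compounds plus 3 SD, cut at about 10% in these data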;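 note: 0% = DMSO wells and 100% = sodium butyrate wells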
DAX1 inh-1 – DAX1 (NR0B1) inhibition, primary screen. inhibition, % at 6.8 µM. HEK293T StAR-luciferase reporter, SF-1/DAX-1 repression relief. 370,000 tested, 1.1% active. AID 652010;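 active = inhibition above the mean over all tested compounds plus 3 SD, cut at about 3.6% in these data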;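 note: 0% = DAX-1 cells with DMSO and 100% = cells lacking DAX-1 with DMSO; higher inhibition means more luminescence from relief of DAX-1 repression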
FXN GAA850 act – activators of GAA850 frataxin (FXN) promoter; HEK293 lucGAA850 FXN promoter luciferase reporter, 24 h; percent of 10 µM SAHA response; activation, % at 6 µM; 360,000 tested, 0.56% active; AID 540364;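 active = activation above the average of all compounds screened plus 3 SD, cutoff fixed separately per campaign, cut at about 7.5% in these data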;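 note: 0% = DMSO wells and 100% = 10 µM SAHA wells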
ADAM10 inh – ADAM10 inhibition, QFRET primary screen; O14672; recombinant ADAM10, EDANS/DABCYL FRET peptide cleavage, 3 h; inhibition, % at 7 µM; 370,000 tested, 0.62% active;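 active = inhibition above a per-campaign cutoff equal to the mean of compounds falling between control-based bounds plus 3 SD, cut at about 20% in these data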;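 note: 0% = DMSO wells while the 100% control is not disclosed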
NPR2 activator – GC-B (human) receptor activation; 370,000 tested, 0.11% active; HEK293-GC-B cells, CNP EC30, cGMP TR-FRET; 0% at EC30 CNP, 100% saturating CNP; P20594; activation, % at 10 µM;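 active = activation at 10 µM reaching about 35% in either raw or pattern-adjusted values, limit read from the data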
NPR1 activator – GC-A (human) enzyme activation | activation, % at 10 µM | 370,000 tested, 0.14% active | HEK293 GC-A cells, cGMP TR-FRET, EC30 ANP; 0% at EC30 ANP, 100% saturating ANP | P16066; in the data active = activation above about 40%
DAX1 inh-2 – inhibitors of human orphan nuclear receptor DAX1 (NR0B1). P51843. HEK293 Gal4-DAX1 luciferase reporter, luminescence. inhibition, % at 6.75 µM. 340,000 tested, 0.99% active. AID 504766;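 active = inhibition above the mean over all tested compounds plus 3 SD, cut at about 4.2% in these data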;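 note: 0% = DAX1-transfected cells with DMSO and 100% = empty-vector control cells with DMSO; inhibition shows as a rise in luminescence from relieved DAX1 repression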
Target sequence (P51843 207-470 limits assumed): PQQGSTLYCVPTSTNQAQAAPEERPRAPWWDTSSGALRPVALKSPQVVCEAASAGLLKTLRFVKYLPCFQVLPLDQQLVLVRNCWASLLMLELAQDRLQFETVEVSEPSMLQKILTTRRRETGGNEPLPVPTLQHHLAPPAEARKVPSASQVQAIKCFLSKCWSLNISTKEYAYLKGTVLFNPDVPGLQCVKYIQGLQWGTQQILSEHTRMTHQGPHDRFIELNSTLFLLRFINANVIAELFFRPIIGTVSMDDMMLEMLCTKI
sPLA2-III inh – Blocks human group III sPLA2 activity; Q9NZ20; QFRET BODIPY PC-A2 liposome hydrolysis, fluorescence; inhibition, % at 12.2 µM; 370,000 tested, 0.56% active; AID 743126;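 active = inhibition above mean plus 3 SD of compounds lying within the high and low control bounds, cut at about 19% in these data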;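 note: 0% = median of test compound wells and 100% = no enzyme DMSO wells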
Target sequence (Q9NZ20 whole entry, looked up): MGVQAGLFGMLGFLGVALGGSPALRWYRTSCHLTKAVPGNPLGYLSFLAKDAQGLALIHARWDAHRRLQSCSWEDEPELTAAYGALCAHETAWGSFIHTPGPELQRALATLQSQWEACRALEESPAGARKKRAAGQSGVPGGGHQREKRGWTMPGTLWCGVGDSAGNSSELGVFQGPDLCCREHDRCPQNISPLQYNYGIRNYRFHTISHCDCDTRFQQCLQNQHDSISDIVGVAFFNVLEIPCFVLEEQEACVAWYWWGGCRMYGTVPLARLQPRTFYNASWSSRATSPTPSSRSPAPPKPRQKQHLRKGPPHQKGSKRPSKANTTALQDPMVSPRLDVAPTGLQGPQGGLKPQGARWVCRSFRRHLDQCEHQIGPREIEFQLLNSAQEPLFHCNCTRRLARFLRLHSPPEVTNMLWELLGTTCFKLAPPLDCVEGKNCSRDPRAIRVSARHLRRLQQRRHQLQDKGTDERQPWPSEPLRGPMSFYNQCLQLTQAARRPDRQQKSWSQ
ssDAF-12 act – S. stercoralis DAF-12 activation, primary screen; 370,000 tested, 1% active; HEK293 ssDAF-12/GRIP1 lit1-tk-luc reporter, luminescence; % of 3 µM dafachronic acid response; activation, % at 6.8 µM;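 active = activation above the mean over all tested compounds plus 3 SD, cut at about 0.9% in these data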;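 note: 0% = DMSO-only wells and 100% = 3 µM delta7-dafachronic acid wells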
hcDAF12 agonist – H. contortus DAF-12 activation, primary screen; HEK293 hcDAF-12 lit1-tk-luc reporter, luminescence; 0% DMSO, 100% Δ7-dafachronic acid; activation, % at 6.8 µM; 370,000 tested, 1.4% active;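 active = activation above the mean of all tested compounds plus 3 SD, cut at about 5.5% in these data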;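 note: 100% = response to 3 µM Δ7-dafachronic acid high control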
SMARCA2 act – activators of SMARCA2 function. activation, % at 9.1 µM. MG213 cells, MMTV-luciferase reporter, dexamethasone, overnight. 370,000 tested, 1% active; in the data active = activation above about 7.8%;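 note: 0% = vehicle wells and 100% = reference activator wells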
The depositor's hits bear a star; i = inactive; x = no result given.

SMILES	hgDAF12 agonist	DAX1 inh-1	FXN GAA850 act	ADAM10 inh	NPR2 activator	NPR1 activator	DAX1 inh-2	sPLA2-III inh	ssDAF-12 act	hcDAF12 agonist	SMARCA2 act
CC(C)C(=O)Nc1ccccc1N1CCN(S(C)(=O)=O)CC1	0.8	0.4	-1.0	-2	1	1	-1.5	1	-1.4	-0.5	2
CCc1cc2c(Nc3ccc(O)cc3)nc(C)nc2s1	-4.0	-0.8	1.2	6	-12	-4	-0.9	-15	-1.1	1.1	-2
O=C(COc1ccc(-n2cnnn2)cc1)NC1CCCCC1	-1.0	0.3	-1.1	5	4	-1	-0.4	1	-0.8	1.1	7
CCOc1cc(/C=C2\SC(=NC)N(C)C2=O)cc(Cl)c1OC(C)=O	-0.2	0.1	0.5	3	-4	-4	1.1	9	-1.2	-0.8	-1
Cc1ccc(NC(=S)N2CCCCCC2)cc1	4.2	0.8	0.9	18	1	3	1.2	12	-1.3	1.7	2
CCn1cc(CNC(=O)/C=C/c2cnn(C)c2)c(C)n1	0.1	-0.7	2.1	5	2	-1	-1.5	7	-1.9	-2.0	-3
COC(=O)c1c(C)oc(C)c1S(=O)(=O)N1CCOCC1	-1.1	-0.4	1.5	-6	2	0	0.3	-2	-1.2	-0.1	-2
Cn1cccc1-c1cc(C(=O)N/N=C/c2ccc(F)cc2)[nH]n1	-1.3	0.0	1.6	-1	-1	0	-1.4	-17	-1.1	-2.1	-1
COc1ccc(Nc2ccc(N3C(=O)CCC3=O)cc2[N+](=O)[O-])cn1	1.9	0.2	0.6	5	0	2	0.1	1	-1.3	0.1	2
COc1ccc(-c2ccc3c(c2)[C@@H]2C[C@H](N(C)C(=O)C(C)(C)C)[C@H]([C@H](C)O)C(=O)N2CC3)cc1	-1.0	-0.7	-4.8	-53	-2	1	-2.3	-11	-1.0	2.5	-3
CN1CCN(c2ncnc3c2cnn3-c2ccc(Cl)cc2)CC1	2.8	1.0	-1.7	0	-14	10	0.6	-3	-0.9	3.2	0
Cc1sccc1/C=N/NC(=O)c1ccco1	4.0	1.6	1.6	1	-2	1	-0.4	-2	0.0	0.5	3
CC1(C)Oc2ccc3ccc(=O)oc3c2/C(=C/NNC(N)=S)C1=O	-0.6	-0.1	-1.7	-169	1	-4	-0.8	2	-1.1	-0.7	-2
CC(=O)Nc1ccc(NC(=O)C2CC(=O)Nc3nc4ccccc4n32)cc1 (stereo unspecified)	-0.9	0.6	1.1	-10	7	5	-0.2	2	-1.2	-0.6	-3
COCCCNC(=O)CCC(=O)NNc1nc2ccccc2c2nc(C)nn12	1.4	0.3	2.5	-20	5	0	1.1	17	-0.1	7.2*	-5
Cc1ccc(C(=O)N2CCCC2)cc1S(=O)(=O)Nc1ccccc1	-2.1	-0.4	2.3	6	-1	4	-1.0	0	-1.2	-1.1	-1
CCC1(O)C(=O)OCc2c1cc1n(c2=O)Cc2cc3c(N)cccc3nc2-1 (stereo unspecified)	-12	-6.2	-14	-43	-12	-12	-4.0	3	-1.4	-2.5	-9
CCCc1cc(=O)[nH]c(SCC(=O)c2cc(C)n(C(C)COC)c2C)n1 (stereo unspecified)	-0.6	-0.1	-0.8	-5	-1	1	-0.2	-9	-0.6	-1.1	0
S=c1[nH]nc(CSCc2ccccc2Cl)n1-c1ccccc1	-2.0	0.2	0.9	2	6	2	0.1	2	-1.5	-2.2	-2
Cc1cc2ccccn2c1C(=O)c1ccc(Cl)c([N+](=O)[O-])c1	-0.9	-0.3	-1.7	-7	-7	-8	0.0	0	-1.1	1.2	3
CCCCCCCCN1C(=O)[C@H](CC(=O)NCC2CCCCC2)C[C@@]2(C(=O)OCC)CCCC=C12	1.9	3.1	x	7	0	-1	x	3	-1.1	-0.1	2
O=C(c1cccc(S(=O)(=O)NCc2ccccc2)c1)N1CCCCC1	0.5	-1.2	0.2	0	0	-1	1.4	6	-0.4	-1.4	-1
COC(=O)c1ccc(C(=O)OC)c(NC(=O)/C=C/C(=O)O)c1	1.3	-0.3	1.9	i	0	-3	3.1	2	-0.8	-0.6	-2
CCc1ccc(N2CC(C(=O)OCC(=O)Nc3ccc(C#N)cc3)CC2=O)cc1 (stereo unspecified)	0.0	-0.8	0.5	0	-2	3	0.9	5	-1.5	0.7	-3
CCC(=O)NC(=S)NNC(=O)c1ccc(O)cc1	0.7	-0.8	-0.7	-6	85*	1	-0.1	6	-0.9	-0.5	-4
CC1=C(C#N)C(NC(=O)C(C)(C)C)(C(F)(F)F)C(=O)N1 (stereo unspecified)	1.9	-0.3	-1.7	-10	3	5	0.1	1	-1.8	-1.1	-4
CCC(=O)Nc1nnc(-c2ccc(Cl)s2)o1	2.6	0.5	2.8	-42	0	-4	-0.3	1	-0.9	0.4	3
COc1ccc(NC(=O)Cc2ccc(C)cc2)cc1S(=O)(=O)N1CCCCC1	-2.7	-2.4	0.5	-5	6	6	-0.6	-17	-1.3	-1.5	-2
COc1cccc(OCc2nc3ccccc3[nH]2)c1	9.8	5.5*	0.8	-17	-19	-8	2.3	7	-0.1	2.8	3
O=C(Nc1ccc(-c2cn3ccsc3n2)cc1)C1COc2ccccc2O1 (stereo unspecified)	-3.5	-2.3	-3.1	5	5	0	-1.6	-10	-2.1	-3.2	-1
CCOC(=O)C1CCN(CC(=O)Nc2c(C(=O)OC)n(C)c3cccc(C)c23)CC1	-2.0	-0.6	3.0	-8	0	-1	-0.9	-6	-1.3	-2.4	1
CC(CNC(=O)c1ccc(OC2CCN(Cc3ccccn3)CC2)cc1)c1ccccc1 (stereo unspecified)	0.3	-0.9	0.4	-5	4	-3	0.3	-4	-0.7	0.5	5
Cc1[nH]c(=O)[nH]c(=O)c1S(=O)(=O)Nc1cccc([N+](=O)[O-])c1C	-2.7	0.2	-1.1	2	3	4	-0.6	4	-1.0	-0.8	-2
S=C(Nc1ccccc1)Nc1cccc(Cl)c1Cl	2.4	-0.6	0.1	0	1	3	6.1*	-1	-0.8	2.1	-1
COC(=O)CCCC1=CC2=CC(=O)C(C)(OC(=O)c3cccs3)C(=O)C2=CN1Cc1ccc2c(c1)OCO2 (stereo unspecified)	-0.8	0.1	0.3	1	3	9	0.8	0	-0.8	-1.1	1
CCc1nc2ccccc2c(C(=O)Nc2ccc(F)cc2)c1C	-1.0	0.1	1.3	-2	2	1	3.3	0	-1.4	-2.4	-2
CC(C)N(C)C1CCN(C(=O)Nc2ccc(Cl)cc2)CC1	-2.5	0.2	0.4	-8	-1	0	-1.1	-11	-0.3	-1.7	0
COCCCN1C(=O)C(CC(=O)NCc2cccs2)CC(C(=O)N2CCOCC2)=C1C (stereo unspecified)	1.0	1.0	0.0	-4	2	4	1.3	-2	-1.2	-1.3	1
Cc1cc(C)n(C(=O)CNC(=O)c2ccc3c(c2)OCCO3)n1	-1.1	0.4	-1.4	4	0	9	0.5	3	-1.6	-1.8	0
COc1ccccc1OCC(=O)N(Cc1nc(-c2ccccc2)no1)C1CCCCC1	3.2	-0.2	3.4	7	0	-1	-0.9	-15	-1.4	-1.1	0
COc1ccc(CCN2CCCC(CN(C)Cc3cccc(OC)c3)C2)cc1 (stereo unspecified)	5.5	-0.3	-0.5	3	2	-13	-0.9	-4	-0.2	4.7	3
O=C(COC(=O)c1ccccc1Cl)NC1CCCCCC1	6.6	1.1	4.8	-7	2	0	0.7	3	-0.9	0.4	2
Cc1ccc(OCC(=O)N2CC(C)OC(C)C2)c([N+](=O)[O-])n1 (stereo unspecified)	-1.7	0.0	0.6	0	-4	0	-0.5	3	-1.5	1.5	4
CCCCN(C(=O)c1ccc(C)o1)c1c(N)n(CCCC)c(=O)[nH]c1=O	-1.1	-0.3	-2.6	-6	1	-2	0.8	6	-0.8	-0.1	-2
COc1ccc2ncccc2c1Cc1c(OC)ccc2ncccc12	-4.3	-1.3	0.4	-30	-1	-14	-1.0	5	-1.8	-2.3	-3
CC1=C(C(=O)Nc2ccccc2C)C2(CCCC2)C(C(N)=O)C(=O)N1 (stereo unspecified)	2.4	-0.5	0.8	-2	0	-1	0.9	5	-1.5	0.7	-1
COc1ccc(/C=N/NC(=O)CCC(=O)Nc2ccc(F)cc2)c(OC)c1	-1.9	0.5	1.0	-3	-3	0	-1.3	4	-1.4	0.1	-4
O=C(NCCCN1CCc2ccccc2C1)C1CCN(S(=O)(=O)N2CCC3(CC2)OCCO3)CC1	-1.1	0.5	0.2	-11	-5	10	0.7	0	-1.4	-0.7	-6
O=C(CCCn1c(=S)[nH]c2cc3c(cc2c1=O)OCO3)NCc1ccccc1Cl	3.3	0.0	1.8	2	-6	-7	0.5	13	-1.4	-0.1	-3
COc1ccc(C(=O)N2CCNC(=O)C2CC(=O)Nc2ccc(C)c(C)c2)cc1 (stereo unspecified)	1.5	-0.9	-0.5	1	2	-1	-0.5	6	-0.8	-1.7	-2

(more compounds)
SMILES	hgDAF12 agonist	DAX1 inh-1	FXN GAA850 act	ADAM10 inh	NPR2 activator	NPR1 activator	DAX1 inh-2	sPLA2-III inh	ssDAF-12 act	hcDAF12 agonist	SMARCA2 act
NNC(=O)c1cccc(S(=O)(=O)Nc2cccc(C(F)(F)F)c2)c1	2.1	1.2	1.3	5	-3	-1	1.0	-6	-0.8	-0.8	2
COC(=O)c1cc(=O)nc(NNC(C)=O)s1	-0.1	2.0	x	-17	1	0	x	12	-1.5	0.1	-5
Fc1ccc(OCCCn2ccnc2)cc1	0.1	-0.6	-0.1	10	0	5	0.1	-1	-0.4	-1.3	1
COc1ccc(-c2[nH]ncc2-c2cnn(-c3ccccc3)c2)c(O)c1	1.1	-1.3	-1.0	13	2	2	0.8	-81	-0.1	-0.2	2
CC(C)(C)OC(=O)[C@H](Cc1ccccc1)NC(=O)c1nc[nH]c1C(=O)N1CCN(c2ccccc2)CC1	-3.4	-0.2	1.1	22*	3	1	0.4	-20	-1.6	-1.0	2
C=CCn1c(=O)[nH]c2cc(C(=O)N3CCN(c4cc(C)ccc4C)CC3)ccc2c1=O	-2.3	-0.1	0.3	-1	6	-5	-0.1	-1	-1.6	-2.8	-2
C[C@@H]1COc2cc(Br)ccc2S(=O)(=O)N1Cc1cn(Cc2ccccc2)nn1	0.1	-1.3	x	5	-1	-4	x	-1	-1.4	-0.9	-1
Brc1c(-c2ccc3c(c2)OCO3)nc2ncccn12	9.3	0.9	3.8	-50	1	4	0.2	1	-0.7	1.3	4
CCOC(=O)N1CCC(c2[nH][nH]c(=O)c2C)CC1	2.0	0.2	1.2	0	-1	3	0.3	-4	-1.4	-1.0	-3
O=C(CNc1ccccc1)N/N=C/c1ccc2c(c1)OCO2	-0.1	-0.3	0.2	0	2	3	-0.7	-2	-1.1	-0.3	1
CC1=C(C(=O)O)N2C(=O)C(NC(=O)c3nn(C)cc3[N+](=O)[O-])C2SC1 (stereo unspecified)	0.5	-0.4	-0.3	5	-1	-2	x	3	-0.9	-2.0	-2
